# Source: PubChem BioAssay (Southern Research Specialized Biocontainment Screening Center)
# M. tuberculosis: growth inhibition of non-replicating M. tuberculosis (AID 488890). Mycobacterium tuberculosis non-replicating, growth inhibition; higher % means a stronger effect. inhibition, % at 25 µM, or IC50 in µM where a hit was titrated. 320,000 tested, 0.39% active; in the data active means a potency from the dose series; inconclusive means inhibition mostly from about 82% at the one dose, without a potency; inactive means the rest, 99 in 100 with inhibition below about 76%;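 further: plate controls were DMSO cells for no effect and high antibiotic wells for full effect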
# VEEV TC-83 Vero: inhibitors of VEEV TC-83 cytopathic effect, confirmation, Vero cells (AID 588727) | Vero cells, VEEV TC-83 cytopathic effect inhibition; higher % means a stronger effect | inhibition, % at 20 µM, or IC50 in µM where a hit was titrated | 350,000 tested, 0.13% active; in the data active means a potency from the dose series; inconclusive means inhibition mostly from about 14% at the one dose, without a potency; inactive means the rest, 99 in 100 with inhibition below about 12%; further: strong numbers were not always called active
# H37Rv inhibition: M. tuberculosis growth inhibition, HTS (AID 449762); 330,000 tested, 0.59% active; inhibition, % at 25 µM; hits with a dose series show IC50 in µM; M. tuberculosis H37Rv growth inhibition, 7H9 media; higher % means a stronger effect; in the data active means a potency from the dose series; inconclusive means inhibition above about 70% without an active follow-up result;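 further: bacterial growth assessed after seven days of incubation; strong numbers were not always called active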
# PhoP GFP inhibition: PhoP regulon inhibitors, Salmonella typhi PhoP promoter GFP reporter, confirmatory (AID 1850); 310,000 tested, 0.33% active; one-dose inhibition, % at 50 µM; IC50 in µM for titrated hits; Salmonella Typhi PhoP-promoter GFP reporter, fluorescence, 4 h; higher % means a stronger effect; in the data active means a potency from the dose series; inconclusive means inhibition mostly from about 25% at the one dose, without a potency; inactive means the rest, 99 in 100 with inhibition below about 19%;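 further: 0% = induced wells with vehicle and 100% = uninduced wells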
# H1N1 NS1A inhibition: H1N1 influenza NS1A inhibitors, functional cell based assay (AID 504329); inhibition, % at 12.5 µM; hits with a dose series show IC50 in µM; NS1A functional cell-based assay, percent inhibition; higher % means a stronger effect; 340,000 tested, 0.3% active; in the data active means a potency from the dose series; inconclusive means inhibition above about 27% without an active follow-up result; further: strong numbers were not always called active
# VEEV TC-83 Vero 10K pilot screen: also measured in VEEV TC-83 Vero; calls as there; inhibition, %; measured here: 10K pilot screen inhibition
# Active calls of the source: *; i = inactive; ? = inconclusive; . = no result given.
SMILES,M. tuberculosis,VEEV TC-83 Vero,H37Rv inhibition,PhoP GFP inhibition,H1N1 NS1A inhibition,others
Cc1ccc(NC(=O)Cn2nnc(-c3ccc4c(c3)OCO4)n2)cc1F,-22%,1.4%,8%,17%,10%,
O=C(CCl)N1c2ccccc2Sc2c1ccc1ccccc21,.,?,.,.,4%,
Cc1nn(CC(=O)NC(C)C)c(C)c1[N+](=O)[O-],0%,i,-10%,15%,-7%,
CC(=O)Nc1nc(CCl)cs1,.,1.5%,.,.,0%,
O=C(CSc1nnnn1-c1cccc(F)c1)NC1CC1,3%,4.4%,-3%,.,4%,
COc1ccc(CC(=O)Nc2ccc(C(=O)NCC(C)C)cc2)cc1,-5%,i,-3%,3%,-1%,
O=C(COc1cccnc1[N+](=O)[O-])Nc1c(Cl)cccc1Cl,2%,i,-6%,.,3%,
Cc1ccc(C(=O)NN2C(=O)C3C4C=CC([C@@H]3C2=O)C42CC2)cc1 (some centres undefined),-11%,2.1%,5%,3%,-18%,
C=CCN1C(=O)C2(OCCCO2)c2cc(CCCC)ccc21,-2%,0.4%,7%,3%,-6%,
CC(C)(C)c1nnc2sc(SCC(=O)N3CCCc4ccccc43)nn2c1=O,31%,0.8%,-2%,-8%,-6%,
Cn1cc(CN2CCCC(CNC(=O)c3ccc4c(c3)OCO4)C2)c2ccccc21 (centres undefined),5%,i,-3%,-1%,2%,
CCc1nc2cc(Cl)c(Cl)cc2[nH]1,6%,0.7%,2%,2%,1%,
CC(=O)c1cc2c(cc1NC(=O)CN1CCCCCC1)OCO2,-5%,i,6%,-1%,-1%,
COc1cccc(NC(=O)N2CCN(S(C)(=O)=O)CC2)c1,-12%,0.3%,-1%,10%,-6%,
O=c1c2ccccc2nc2n1CCS2(=O)=O,59%,12%,?,-11%,.,
CCCCCCCc1n[nH]c(=S)n1Cc1ccccc1,1%,0.3%,4%,1%,-21%,
Cc1cccc(N2CC(C(=O)NC3CCCCCC3)CC2=O)c1C (centres undefined),9%,2.0%,-8%,.,-4%,
COc1ccc(C(=O)NC(=S)Nc2nc(C)c(C(=O)N(C)C)s2)cc1,23%,2.9%,3%,0%,22%,
COC(=O)[C@@H]1C[C@H]2CC[C@H](O)C[C@H]2N1Cc1ccccc1OS(=O)(=O)c1ccc(C)cc1,17%,i,-6%,1%,-8%,
CSc1ccc(/C=C/C(=O)OCC(=O)N2CCc3ccccc32)cc1,30%,1.6%,1%,.,-7%,
Cc1ccc(C2=CC(c3ccccc3)n3ncnc3N2)cc1 (centres undefined),25%,1.2%,68%,3%,-11%,
COc1cccc(-c2nnc(N(C)C(=O)C3CCOC3)s2)c1 (centres undefined),1%,5.4%,3%,2%,-4%,
Cc1ccc([N+](=O)[O-])cc1NC(=O)/C=C/C(=O)O,0%,1.4%,7%,-5%,-7%,
COc1ccc(CCNC(=O)[C@H](C)N2C(=O)N3CCc4c([nH]c5ccccc45)[C@@]3(C)C2=O)cc1,70%,7.8%,54%,-10%,3%,
O=C(C=C1CCN(c2ncc(C(F)(F)F)cc2Cl)CC1)NNC(=O)Nc1ccccc1,39%,1.3%,12%,-7%,-1%,
CSc1nc2[nH]c3c(c2c2nnnn12)CCCC3,34%,0.5%,26%,1%,7%,
Cc1ccc(C)c(S(=O)(=O)Nc2cc(C)on2)c1,4%,i,3%,1%,2%,
CN(C)S(=O)(=O)c1cccc(C(=O)Nc2cccnc2)c1,-5%,i,-3%,8%,3%,
Cc1ccc(C(=O)/C=C/Nc2ccc([N+](=O)[O-])cc2Br)cc1,4%,0.8%,9%,-10%,-4%,
Cc1cc(C(=O)CSc2n[nH]c(N)n2)c(C)n1C1CC1,15%,0.4%,-13%,-4%,2%,
Cc1cc(NC(=O)CSCC(=O)Nc2ccc(C)c(C)c2)no1,-6%,0.5%,0%,.,0%,
O=C1CSCN1c1ccc(Cl)cc1,-17%,0.2%,3%,-8%,2%,
CCc1ccc(S(=O)(=O)c2nnn3c2nc(N2CCOCC2)c2ccccc23)cc1,-5%,4.5%,1%,6%,-3%,
O=C(CC1C(=O)NCCN1Cc1ccoc1)NCCCn1ncc2ccccc21 (centres undefined),19%,1.2%,1%,7%,-5%,
CC(C)c1nc(SCC(=O)c2c[nH]c3ccccc23)n[nH]1,5%,1.6%,1%,0%,-16%,
CC(COc1ccccc1)N1CCC(CO)(Cc2ccccc2)CC1 (centres undefined),3%,i,-1%,0%,-5%,
O=C(O)[C@@H]1CCCN1S(=O)(=O)c1cccc2cccnc12,-5%,i,-9%,9%,4%,VEEV TC-83 Vero 10K pilot screen=0.3
Cc1ccc(N(C(=O)c2ccccn2)C(C(=O)NC2CCCCC2)c2ccncc2)cc1 (centres undefined),4%,i,3%,12%,-5%,
CO[C@H]1CC=C2CCN3CCC4=C(CC(=O)OC4)[C@]23C1,-8%,2.0%,-5%,7%,-1%,
COc1ccc(/C=N/n2cncn2)cc1CSc1ccccn1,-8%,1.2%,8%,21%,-2%,

# Ordered by formula weight (high to low): some entries from above.
SMILES,M. tuberculosis,VEEV TC-83 Vero,H37Rv inhibition,PhoP GFP inhibition,H1N1 NS1A inhibition,others
Cc1ccc(N(C(=O)c2ccccn2)C(C(=O)NC2CCCCC2)c2ccncc2)cc1 (centres undefined),4%,i,3%,12%,-5%,
CCc1ccc(S(=O)(=O)c2nnn3c2nc(N2CCOCC2)c2ccccc23)cc1,-5%,4.5%,1%,6%,-3%,
Cc1cc(NC(=O)CSCC(=O)Nc2ccc(C)c(C)c2)no1,-6%,0.5%,0%,.,0%,

# The list continues:
SMILES,M. tuberculosis,VEEV TC-83 Vero,H37Rv inhibition,PhoP GFP inhibition,H1N1 NS1A inhibition,others
Cc1ccc(S(=O)(=O)Nc2ccccc2N=Cc2c(F)c(F)c(F)c(F)c2F)cc1,.,3.2%,.,.,1%,
Cc1ccccc1NC(=O)CN1CCOCC1,-8%,i,6%,1%,-10%,
COc1ccc(C(NC(C)=O)c2c(O)ccc3ccccc23)cc1OC (centres undefined),-8%,1.0%,-5%,-6%,2%,
CC(OC(=O)c1ccc(Cl)c(S(=O)(=O)N2CCCC2)c1)C(=O)NC1CCCCC1C (centres undefined),25%,.,-8%,-6%,.,
CCCCCOc1ccc(C(=O)NC(C(=O)O)C(C)C)cc1 (centres undefined),43%,3.5%,1%,-7%,-1%,
COc1ccc(/C(C)=N/NC(=O)c2ccccc2OCc2ccccc2)c(OC)c1,20%,5.9%,9%,4%,1%,
COc1ccc(C2=NN(C(=O)CSc3nnc(C)n3C)C(c3ccco3)C2)cc1 (centres undefined),16%,0.1%,2%,-16%,5%,
CC(C)Cc1c(O)nc(SCC(=O)N2CCCCCC2)[nH]c1=O,4%,i,11%,-6%,-24%,
CC1CC(CC(=O)Nc2nc(-c3ccccc3)cs2)C(=O)O1 (centres undefined),-3%,1.2%,-3%,-1%,2%,
O=C(NCCOc1ccccc1F)c1ccc2c(=O)n3c(nc2c1)CCC3,6%,9.1%,-2%,.,-12%,
C/C(CC(=O)Nc1ccccn1)=N\NC(=O)c1ccccc1,-17%,.,-4%,2%,.,
CCCCCCn1c(N2CCN(c3ccccc3)CC2)nc2c1c(=O)n(C)c(=O)n2C,12%,i,?,4%,6%,
Cn1nnnc1SCC(=O)Nc1ccc(N2CCOCC2)cc1,18%,1.6%,-4%,-2%,0%,
O=C(NN1C(=O)C2C3C=CC(O3)C2C1=O)c1cccc(Br)c1 (centres undefined),-4%,3.9%,1%,1%,-14%,
Cc1ccc(S(=O)(=O)N2CCCC2CO)cc1 (centres undefined),-10%,0.2%,7%,3%,-6%,
Cc1ccc(SCCNC(=S)Nc2ccc(C)c(C)c2)cc1,?,i,-14%,-3%,-3%,
CCCCN1C(=O)C2NN=C(C(=O)OC)C2C1=O (centres undefined),5%,1.9%,5%,4%,-5%,
O=C(OCCOc1ccccc1)c1n[nH]c2ccccc12,13%,2.0%,-1%,-14%,-1%,
COc1ccc(N2CC(C(=O)Nc3nccs3)CC2=O)cc1 (centres undefined),7%,1.4%,4%,4%,7%,
O=C(CCn1c(=S)[nH]c2ccccc2c1=O)Nc1ccc(F)cc1,-1%,1.0%,5%,-1%,-3%,
O=C(C1CC1)N1CCc2cc(S(=O)(=O)NCC3COc4ccccc4O3)ccc21 (centres undefined),8%,i,0%,-2%,-1%,
NC(=O)CC(NC(=O)Cc1cccc2ccccc12)c1ccc(NCc2ccc(F)cc2)c([N+](=O)[O-])c1 (centres undefined),16%,0.1%,0%,16%,-8%,
O=C1CC(N2CCN(c3cccc(C(F)(F)F)c3)CC2)C(=O)N1c1ccccc1 (centres undefined),12%,0.6%,-5%,3%,4%,
COc1c(C)oc2cc(O)ccc2c1=O,-9%,1.3%,-15%,-9%,-1%,
Cn1nc(CC(=O)NC2CCCCC2)c2ccccc2c1=O,-10%,2.0%,-6%,3%,8%,
S=c1[nH]nc(C2CCCCC2)n1Cc1ccccc1,-13%,i,-3%,-4%,1%,
Cc1nc2sc(C(c3cccc(F)c3)N3CC(C)OC(C)C3)c(O)n2n1 (centres undefined),-4%,i,-1%,-5%,0%,
COc1ccccc1NC(=O)c1ccc2[nH]c(C)c(C)c2c1,77%,3.8%,5%,3%,-14%,
Cc1cc2c(Nc3cccc(O)c3)ncnc2s1,52%,1.2%,31%,11%,-2%,
COc1ccc2c3c1O[C@H]1C[C@@H](O)C=C[C@@]31CCN(C)C2,-3%,0.4%,6%,10%,5%,
CCN1CCN(c2ccc([N+](=O)[O-])cc2C(=O)c2ccc(Cl)cc2)CC1,16%,4.4%,-3%,1%,-6%,
CN(Cc1nnc(SCC(=O)NCCc2ccccc2)n1C)S(=O)(=O)c1ccccc1,7%,2.8%,3%,0%,-5%,VEEV TC-83 Vero 10K pilot screen=0.5
CC(C)c1cc(CNC(=O)c2cc(COc3cncc(Cl)c3)on2)on1,.,0.5%,.,.,-6%,
COc1ccccc1N(CC(=O)NCc1cccnc1)S(C)(=O)=O,-9%,1.1%,0%,3%,0%,
Cc1ccc(C(C)C)c(OCc2ccc(C(=O)N/N=C/c3ccc(C(=O)O)cc3)cc2)c1,35%,7.4%,2%,12%,-3%,
Cc1ccc(C)c(NC2=NC3(CCCCC3)N=C(N)N2)c1,24%,2.0%,-5%,-9%,-3%,
Cc1ccc(CN=C2Nc3ccccc3CS2)cc1,33%,i,8%,-1%,-6%,
Cc1cc(NS(=O)(=O)c2ccc(NC(=O)C(F)(F)F)cc2)nc(C)n1,74%,0.3%,9%,7%,-1%,
COc1ccc([N+](=O)[O-])cc1N(CC(=O)NCC1CCCO1)S(C)(=O)=O (centres undefined),-5%,1.8%,0%,2%,-6%,

# Grouped by structure, the compounds so far with an aryl methoxy group (15)
SMILES,M. tuberculosis,VEEV TC-83 Vero,H37Rv inhibition,PhoP GFP inhibition,H1N1 NS1A inhibition,others
COc1ccc(CC(=O)Nc2ccc(C(=O)NCC(C)C)cc2)cc1,-5%,i,-3%,3%,-1%,
COc1cccc(NC(=O)N2CCN(S(C)(=O)=O)CC2)c1,-12%,0.3%,-1%,10%,-6%,
COc1ccc(C(=O)NC(=S)Nc2nc(C)c(C(=O)N(C)C)s2)cc1,23%,2.9%,3%,0%,22%,
COc1cccc(-c2nnc(N(C)C(=O)C3CCOC3)s2)c1 (centres undefined),1%,5.4%,3%,2%,-4%,
COc1ccc(CCNC(=O)[C@H](C)N2C(=O)N3CCc4c([nH]c5ccccc45)[C@@]3(C)C2=O)cc1,70%,7.8%,54%,-10%,3%,
COc1ccc(/C=N/n2cncn2)cc1CSc1ccccn1,-8%,1.2%,8%,21%,-2%,
COc1ccc(C(NC(C)=O)c2c(O)ccc3ccccc23)cc1OC (centres undefined),-8%,1.0%,-5%,-6%,2%,
COc1ccc(/C(C)=N/NC(=O)c2ccccc2OCc2ccccc2)c(OC)c1,20%,5.9%,9%,4%,1%,
COc1ccc(C2=NN(C(=O)CSc3nnc(C)n3C)C(c3ccco3)C2)cc1 (centres undefined),16%,0.1%,2%,-16%,5%,
COc1ccc(N2CC(C(=O)Nc3nccs3)CC2=O)cc1 (centres undefined),7%,1.4%,4%,4%,7%,
COc1c(C)oc2cc(O)ccc2c1=O,-9%,1.3%,-15%,-9%,-1%,
COc1ccccc1NC(=O)c1ccc2[nH]c(C)c(C)c2c1,77%,3.8%,5%,3%,-14%,
COc1ccc2c3c1O[C@H]1C[C@@H](O)C=C[C@@]31CCN(C)C2,-3%,0.4%,6%,10%,5%,
COc1ccccc1N(CC(=O)NCc1cccnc1)S(C)(=O)=O,-9%,1.1%,0%,3%,0%,
COc1ccc([N+](=O)[O-])cc1N(CC(=O)NCC1CCCO1)S(C)(=O)=O (centres undefined),-5%,1.8%,0%,2%,-6%,
